GPR55 antagonists – inhibition of LPI-stimulated GPR55 beta-arrestin translocation – imaging, U2OS, beta-arrestin-GFP, LPI agonist, primary screen (AID 2013); U2OS GPR55 beta-arrestin-GFP translocation imaging, LPI antagonism; higher % means a stronger effect; inhibition, % at 10 µM, or IC50 in µM where a hit was titrated; actives 0.13% (n = 290,000);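 active means spots per cell inhibited over 60%, with over 100 cells counted and total cytoplasm intensity under 500,000; inconclusive means wells with under 100 cells, flagged as likely toxic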;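 further: U2OS cells stably carrying GPR55 and arrestin-GFP stimulated by 5 µM LPI near EC80; imaged beta-arrestin-GFP aggregate spots per cell after agonist stimulation; plate controls were LPI-stimulated DMSO wells for no effect and DMSO wells without LPI for full effect; some results filed as inactive read as strong as hits; confirmed hits need IC50 under 10 µM and bright autofluorescent wells are also inconclusive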
AID2073 – disruptors of CaV2.2 binding to Mint1 – biochemical, HTRF (AID 2073) | HTRF protein-protein interaction, Mint1-CaV2.2; higher % means a stronger effect | actives 0.19% (n = 290,000) | inhibition, % at 20 µM; hits with a dose series show IC50 in µM; in the data active means inhibition mostly above about 51%, no sharp cut-off; inconclusive means no clear call, values can overlap the other calls; inactive means mostly below about 53%; further: some results filed as inactive read as strong as hits
Large T inhibition – SV40 large T antigen inhibitors, biochemical (AID 1903); actives 0.39% (n = 310,000); inhibition, % at 20 µM; hits with a dose series show IC50 in µM; SV40 large T antigen ATPase/helicase inhibition assay; higher % means a stronger effect; in the data active means a potency from the dose series; inconclusive means inhibition mostly from about 32% at the one dose, without a potency; inactive means the rest, 99 in 100 with inhibition below about 32%; further: strong numbers were not always called active
GPR35 antagonists – GPR35 antagonists blocking zaprinast-driven arrestin recruitment, primary screen, imaging, U2OS, beta-arrestin-GFP, zaprinast agonist (AID 2058) | U2OS GPR35 beta-arrestin-GFP translocation imaging, zaprinast antagonism; higher % means a stronger effect | inhibition, % at 10 µM; hits with a dose series show IC50 in µM | actives 0.052% (n = 290,000);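 active means inhibition of at least 50% with at least 30 cells and total cytoplasm GFP at most 10,000,000; inconclusive means under 30 cells or total GFP of 10,000,000 plus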
GPR55 activation – GPR55 agonists via beta-arrestin recruitment, primary screen, imaging, U2OS cells, beta-arrestin-GFP redistribution (AID 1961); U2OS GPR55 beta-arrestin-GFP redistribution imaging; higher % means a stronger effect; activation, % at 10 µM, or EC50 in µM where a hit was titrated; actives 0.048% (n = 290,000);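 active means activation above 40% with more than 50 cells counted in the well; inconclusive means wells holding fewer than 50 cells, flagged as toxic or sparse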;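 further: U2OS osteosarcoma cells stably expressing GPR55 and beta-arrestin-GFP; plate controls were DMSO negative control for no effect and LPI positive control for full effect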
Rac1 GTP hydrolysis – MgcRacGAP GTPase-activating activity inhibitors, confirmation, biochemical, ADP Hunter fluorescence; MgcRacGAP-stimulated Rac1 GTP hydrolysis, ADP Hunter fluorescence; higher % means a stronger effect; GST-tagged Rac1 F28L mutant substrate; inhibition, % at 30 µM; hits with a dose series show IC50 in µM; actives 0.6% (n = 340,000);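 active means first-screen hits whose inhibition reached a set limit at any dose in the follow-up dose series; inconclusive means inhibition above the set first-screen limit but never retested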;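 further: fluorescence reports GDP produced by GAP-driven GTP hydrolysis; strong numbers were not always called active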
NTR1 ag – NTR1-driven beta-arrestin-GFP spot formation – imaging, U2OS cells, high content, primary screen (AID 493036); activation, % at 20 µM; actives 0.17% (n = 330,000); P30989; agonist mode;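 active means activation at or above 40% of the spot to cytoplasm intensity ratio, with at least 20 cells analyzed; inconclusive means wells under 20 cells, flagged as cytotoxic or low count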;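 further: 0% = DMSO without peptide and 100% = 100 nM NTR1 peptide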
Target sequence (P30989 whole entry, looked up): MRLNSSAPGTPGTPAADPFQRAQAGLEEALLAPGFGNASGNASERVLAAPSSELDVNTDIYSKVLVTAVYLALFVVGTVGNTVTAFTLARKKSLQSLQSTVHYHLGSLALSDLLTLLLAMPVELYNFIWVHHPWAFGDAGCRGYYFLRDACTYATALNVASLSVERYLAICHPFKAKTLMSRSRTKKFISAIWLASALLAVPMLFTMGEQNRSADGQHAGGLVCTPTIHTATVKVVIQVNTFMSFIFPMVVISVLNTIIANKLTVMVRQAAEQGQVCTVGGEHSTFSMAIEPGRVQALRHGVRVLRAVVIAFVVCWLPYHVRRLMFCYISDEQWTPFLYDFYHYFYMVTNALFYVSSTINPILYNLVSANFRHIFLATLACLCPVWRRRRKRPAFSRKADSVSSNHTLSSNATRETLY
NS5 inhibitors – Dengue-2 NS5 methyltransferase inhibitors, primary screen, biochemical, confirmation dose response (AID 588689). actives 0.3% (n = 340,000). Dengue-2 NS5 methyltransferase capping enzyme assay, biochemical; higher % means a stronger effect. inhibition, % at 25 µM, or IC50 in µM where a hit was titrated; in the data active means a potency from the dose series; inconclusive means inhibition above about 29% without an active follow-up result
Yfh1-off respiration – enhancers of respiration in Yfh1-depleted yeast, dose response, Friedreich's ataxia, plus single-dose screen (AID 1465); S. cerevisiae Yfh1-off respiration, WST-1 reduction, 72 h; higher fold induction means a stronger effect; fold induction at 50 µM; hits with a dose series show EC50 in µM; actives 0.074% (n = 220,000);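 active means fold induction of absorbance versus untreated yeast above a set limit, then at least 30% activation at any dose in follow-up; inconclusive means repeats straddling the limit, or above it without dose testing; inactive means fold induction below the set limit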;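 further: activators that raise dye reduction in frataxin-depleted yeast; strong numbers were not always called active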
NTR1 ag cell count 20 µM – second read-out of NTR1 ag, no call of its own (marks repeat the call); cell count; measured here: cell count, cytotoxicity flag
NS5 inhibitors pilot replicate – further read-out of NS5 inhibitors, marked with its call; inhibition, %; measured here: pilot screen replicate inhibition
Numbers without * were called inactive; i = inactive; ? = inconclusive; nt = not tested or not shown.

SMILES | GPR55 antagonists | AID2073 | Large T inhibition | GPR35 antagonists | GPR55 activation | Rac1 GTP hydrolysis | NTR1 ag | NTR1 ag cell count 20 µM | NS5 inhibitors | Yfh1-off respiration | others
COCCNC(=O)[C@H]1C[C@@H]1[C@H](NP(=O)(c1ccccc1)c1ccccc1)c1ccccc1 | 6% | 2% | 18% | -1% | -0.1% | 5% | 14 | 80 | -12% | i
Cc1ccc(S[C@@H](CCN2CC[C@H](O)CCC2=O)c2ccccc2)cc1 | 4% | -28% | 3% | -2% | -0.3% | 8% | -1.8 | 88 | -8% | nt
CCOP(=O)(OCC)C(Nc1ccc(F)cc1)c1ccccc1 (stereo not drawn) | 0% | -7% | 10% | 49% | -0.3% | nt | 0.6 | 44 | nt | i
COc1ccc(CCNS(=O)(=O)c2ccccc2[N+](=O)[O-])cc1OC | 4% | 1% | 7% | -10% | -0.3% | 8% | -1.1 | 78 | 0% | nt
COc1cccc(CNC(=O)CCC(=O)N2CCSc3ccccc32)c1OC | 20% | ? | 2% | 5% | 0.0% | 0% | 7.1 | 64 | -2% | nt
O=C1C=C(c2ccccc2)CCC1 | -7% | 6% | 7% | -1% | -0.3% | 5% | 2.0 | 83 | 0% | nt
CN(C)C(CNC(=O)c1cc(S(=O)(=O)N(C)c2ccccc2)ccc1Cl)c1cccs1 (stereo not drawn) | -20% | -9% | 7% | 14% | -0.3% | -3% | 0.0 | 63 | 3% | i
COc1ccc(CN2CCN(Cc3c[nH]c4ccccc34)CC2CCO)c(F)c1 (stereo not drawn) | -2% | -32% | 0% | 10% | -0.1% | 3% | 0.7 | 58 | nt | nt
CCOC(=O)c1cc(NC(=O)c2ccc(Cl)cc2)c(=O)oc1-c1ccccc1 | 16% | 0% | -2% | 10% | -0.1% | 7% | -0.7 | 64 | -3% | i
O=C(Nc1ccccc1C(=O)N1CCCCCC1)c1cccc(S(=O)(=O)N2CCOCC2)c1 | -4% | -7% | 4% | -2% | -0.1% | 10% | nt | nt | 1% | i
CC(=O)N1N=C(c2ccc(C)o2)CC1c1ccc(F)cc1 (stereo not drawn) | 4% | 6% | 2% | -4% | -0.3% | 8% | 1.3 | 65 | 2% | i
COc1ccc(-c2c(C#N)c(N)nc3c2c(=O)n(C)c(=O)n3C)cc1Cl | nt | nt | nt | nt | nt | 13% | -0.7 | 51 | -3% | i
CN(CCC#N)C(=O)COC(=O)c1ccc(Cl)c(S(N)(=O)=O)c1 | 24% | -2% | 0% | -24% | 0.0% | 8% | 0.8 | 64 | -5% | i
COc1ccc(CNc2nc3ccccc3n2C(C)C)cc1 | -4% | 10% | 8% | 10% | -0.3% | 18% | 0.0 | 76 | -1% | nt | NS5 inhibitors pilot replicate=0.6
O=C(CNC(=O)[C@@H]1Cc2ccccc2CN1)Nc1ccc2c(c1)OCO2 | 9% | 6% | 4% | -16% | -0.1% | 6% | -0.5 | 45 | 7% | nt
Cc1ccc(Cn2nc(C)c(/C=N/NC(=O)c3cccnc3)c2C)cc1 | 5% | 40% | 7% | -7% | -0.2% | 7% | 0.0 | 26 | -5% | i
O=C(O)/C(=C\c1ccccc1OC(F)F)Sc1nnc(-c2ccc(F)cc2)o1 | 3% | 4% | 6% | -2% | -0.5% | 7% | 0.0 | 57 | 3% | i
COc1ccc(S(=O)(=O)N(C)c2ccccc2)c2cccnc12 | 5% | 5% | 14% | 10% | 0.3% | -7% | -0.7 | 53 | 1% | nt
CC1CCCCC1NCC(=O)NCc1ccc(F)cc1 (stereo not drawn) | -3% | -7% | -1% | -5% | 0.2% | 19% | -0.6 | 59 | 0% | i
CCOC(=O)Cc1ccc2sc(-c3ccccc3)nc2c1 | 2% | -2% | 4% | -2% | 0.9% | 5% | 1.7 | 57 | 9% | i

The last two entries of the part above lead into the next:
SMILES | GPR55 antagonists | AID2073 | Large T inhibition | GPR35 antagonists | GPR55 activation | Rac1 GTP hydrolysis | NTR1 ag | NTR1 ag cell count 20 µM | NS5 inhibitors | Yfh1-off respiration | others
CC1CCCCC1NCC(=O)NCc1ccc(F)cc1 (stereo not drawn) | -3% | -7% | -1% | -5% | 0.2% | 19% | -0.6 | 59 | 0% | i
CCOC(=O)Cc1ccc2sc(-c3ccccc3)nc2c1 | 2% | -2% | 4% | -2% | 0.9% | 5% | 1.7 | 57 | 9% | i
COc1ccc(C(=O)Nc2ccc(S(=O)(=O)Nc3onc(C)c3C)cc2)c(OC)c1 | 1% | -2% | 5% | -24% | -0.4% | -2% | 1.1 | 83 | -4% | i
CCOc1cc(CNc2ccc(O)cc2)cc(Br)c1OCc1ccccc1F | -14% | -7% | 21% | 16% | -0.3% | 1% | 10 | 48 | ? | i
O=C(CN1CCN(Cc2ccccc2)CC1)NC(=O)NCc1ccco1 | 6% | -5% | -1% | 6% | 0.0% | 2% | 1.2 | 58 | 1% | i
CCn1c(=O)n(CC)c2cc(S(=O)(=O)Nc3c(C)cccc3C)ccc21 | 7% | 6% | -1% | 1% | -0.2% | 10% | 2.6 | 44 | 0% | i
C#Cc1ccc([C@@H]2C=C(C(=O)NCc3ccccc3)O[C@H](OCCCCO)C2)cc1 | nt | nt | 6% | nt | nt | 9% | 6.0 | 53 | -10% | i
O=C(c1ccccc1)c1cnc(Nc2ccc(Cl)c(Cl)c2)s1 | 7% | 16% | 0% | 9% | -0.1% | 5% | 11 | 70 | -5% | i
CCOC(=O)CSc1nnc(COc2ccc3ccccc3c2)o1 | 12% | 16% | 10% | -5% | 0.3% | 1% | 0.8 | 67 | -6% | nt
Cc1ccc(C(C(=O)NCc2ccco2)N(C(=O)CNC(=O)c2cccs2)c2c(C)cc(C)cc2C)cc1 (stereo not drawn) | -14% | 12% | 4% | 22% | -0.4% | 8% | 4.4 | 53 | -3% | i
Cc1ccc(S(=O)(=O)N2CCN(C(=O)CCC(=O)NCCc3ccc(F)cc3)CC2)cc1 | 5% | -2% | 7% | -3% | 0.1% | 3% | -0.2 | 29 | nt | i
COC(C(=O)Nc1ccc(C(N)=O)cc1)c1ccccc1 (stereo not drawn) | 4% | 3% | 4% | 15% | -0.1% | -3% | -0.9 | 86 | nt | i
O=C(COC(=O)CNC(=O)c1ccccc1)Nc1cccc(Br)c1 | 1% | 3% | 8% | -1% | -0.3% | 9% | 3.6 | 41 | -6% | i
Cc1ccc([N+](=O)[O-])cc1NC(=O)CSc1nncn1-c1ccccn1 | 54% | 10% | 17% | -1% | 0.1% | 6% | 0.8 | 47 | -4% | nt
Cc1nc(SCC(=O)c2cccs2)c2oc3ccccc3c2n1 | -8% | 14% | 4% | -15% | 0.1% | -1% | 13 | 73 | -3% | i | NS5 inhibitors pilot replicate=5.8
CCC(C)(C)NC(=O)C1CCN(c2nc(OC)nc(OC)n2)CC1 | 3% | 10% | -8% | 25% | -0.3% | 4% | -0.4 | 43 | -8% | i
FC(F)(F)c1nc2nncn2c2c1CCCCC2 | 0% | 13% | 3% | -4% | 0.0% | 4% | -2.5 | 64 | -4% | i
NC1=C([N+](=O)[O-])C(c2ccc3c(c2)OCO3)C2=C(CCCC2=O)O1 (stereo not drawn) | -3% | -3% | 20% | -17% | -0.4% | 3% | 1.4 | 75 | 3% | nt
CC(=O)Nc1ccc(NC(=O)C/C(C)=N/NC(=O)C(=O)Nc2ccc(C)c(Cl)c2)cc1 | -4% | -7% | 7% | 4% | 2.3% | 6% | 0.4 | 40 | 2% | i
Cc1ccc(S(=O)(=O)N2CCCC(c3nnc4n3-c3ccccc3SC4)C2)cc1 (stereo not drawn) | -2% | -6% | 1% | -1% | 0.1% | 13% | -0.2 | 36 | -1% | i
O=C(Nc1ccc(-c2cn3ccsc3n2)cc1)C1COc2ccccc2O1 (stereo not drawn) | -8% | -1% | -4% | -4% | 0.1% | 12% | 6.7 | 74 | -6% | i
CCNC(=O)/C(C#N)=C/c1c(N(Cc2ccccc2)Cc2ccccc2)nc2ccccn2c1=O | 5% | 8% | 9% | 4% | -0.2% | -6% | 11 | 50 | -9% | i
COc1ccc(N(Cc2cc3ccccc3[nH]c2=O)S(=O)(=O)c2ccccc2)cc1 | 10% | -3% | 6% | 14% | -0.1% | 7% | 4.5 | 54 | -7% | i
Cc1ccc(F)cc1NC(=S)NCCc1ccccc1 | 10% | -9% | 10% | -11% | -0.2% | -4% | -2.0 | 78 | 6% | i
Cc1ccc(NC(=O)CSc2nnc3ccccn23)cc1S(=O)(=O)N1CCOCC1 | 5% | -4% | 0% | -14% | -0.4% | 3% | -0.3 | 55 | -5% | i
O=C(NNc1cc(Br)c(O)c(Br)c1)c1ccccc1 | -20% | -10% | 16% | -6% | 0.2% | 28% | 0.2 | 82 | 63µM* | i
CCCCN(CC)CCNC(=O)c1cc2c(=O)n(C)c3ccccc3c2s1 | -11% | 17% | 12% | 11% | -0.1% | 22% | 3.1 | 74 | -5% | nt
O=C(COC(=O)C1=COCCO1)NCc1ccc(Cl)cc1 | 7% | 14% | 6% | -5% | -0.7% | -1% | -0.4 | 50 | -3% | i
C[C@]12C=CC(=O)C=C1CC[C@@H]1C2C(O)C[C@@]2(C)C1CC[C@]2(O)C(=O)COC(=O)CCC(=O)NC(CC(=O)O)C(=O)O (stereo partly drawn) | 10% | 5% | 3% | -7% | -0.1% | 5% | 1.4 | 88 | 3% | nt
O=C(Nc1ccccn1)c1cc(-n2cnnc2)ccc1Cl | 18% | -1% | 5% | -4% | -0.1% | 7% | -0.4 | 42 | 4% | i
C=CCn1c(SCC(=O)NC2CCCCC2)nc2ccccc2c1=O | 0% | 6% | 2% | -4% | -0.1% | -2% | -0.5 | 58 | -5% | i
Cc1ccc(OC(=O)c2cccc(C(=O)Oc3ccc(C)cc3)n2)cc1 | 18% | 6% | -5% | 14% | 0.6% | 4% | 1.2 | 83 | 0% | i
Cc1[nH]n(-c2ccccc2)c(=O)c1C(=O)c1cccc(F)c1 | -3% | 1% | 5% | 8% | -0.1% | 0% | 4.6 | 44 | -6% | i
CCOC(=O)c1cc(NC(=O)c2ccc(Cl)cc2)c(=O)n2c1oc1ccc(Cl)cc12 | -13% | 16% | 3% | -5% | -0.2% | 5% | 4.0 | 43 | 0% | i
COc1ccc(OC)c(C(=O)Cn2c3[n+](c4ccc(C(F)(F)F)cc42)CCCCC3)c1 | 16% | 4% | 7% | -14% | -0.2% | 3% | 1.9 | 70 | -2% | i
